MLL CXXC-DNA inh = qHTS Fluorescence Polarization Assay for Inhibitors of MLL CXXC domain - DNA interaction; Histone-lysine N-methyltransferase 2A (Homo sapiens), Q03164; MLL-CXXC / FITC-HOXA9 DNA fluorescence polarization; Potency, µM (highest dose often 115 µM), inactives show at the top dose activity change, negative = inhibition, usual class: inhibitors; 290,000 compounds, 0.037% hits; AID 2662, 2010; active = well fitted inhibition curve with a large enough effect in the polarisation, with a control signal flat, not every such curve was filed as active; inconclusive = small, poorly fitted or top-dose-only effect, or effect the other way, or a change in a side signal; inactive = no such curve, though single readings can be large or run the other way; the % refers to the polarisation; note: potency is the fitted concentration of half-maximal effect
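Steps: dispense CXXC domain solution (7 uM) → pin compounds or unlabeled HOX-A9 DNA control → 5 min ambient → add FLSN-HOX-A9 solution (50 nM) → spin → 30 min ambient → fluorescence polarization. Tris pH 7.5/NaCl/DTT/BSA buffer.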
BRCA1 expr up = qHTS Assay to Identify Small Molecule Activators of BRCA1 Expression; MCF7-BRCA1-FFLuc reporter, luminescence, 48 h; response scale: scaled: vehicle 0%, 10 µM genistein 100%; Potency, µM (highest dose often 46.1 µM), inactives show top-dose activation, most hits filed as activators; 380,000 compounds, 1.1% hits; note: potency is the fitted concentration of half-maximal effect; nearly all actives have a fitted effect of over 80% in size; some results filed as inactive show a strong effect at the top dose
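Quantitative HTS in MCF7 cells stably reporting BRCA1 expression via firefly luciferase. Compound treatment lasts 48 h at 37 °C in phenol-red free MEM. Activation is expressed relative to genistein at 10 microM and DMSO.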
p53 reactivator = qHTS assay for re-activators of p53 using a Luc reporter. H1299 p53-A138V BP100-luciferase reporter, luminescence, 24 h. Potency, µM (top dose mostly 92.2 µM), without a hit: at the top dose activity change, positive = activation, hits mostly activators. 320,000 compounds, 0.063% hits. AID 504706, 2011; note: potency is the fitted concentration of half-maximal effect; % of control where 0% means no effect; nearly all actives have a fitted effect of over 45% in size
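H1299 (p53-null), stable ts p53-A138V + BP100-Luc; 1000 cells/well, Opti-MEM/10% FBS; cpd 4 pt, 1:5; 24 h, 37 deg C, 5% CO2; detection reagent 10 min RT; luminescence.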
a7 integrin act = qHTS for Activators of Integrin-Mediated Alleviation for Muscular Dystrophy; alpha7betagal myoblasts, beta-gal FDG fluorescence, 48 h; Potency, µM (series often up to 38.3 µM), for inactives: top-dose activation, hits mostly activators; 350,000 compounds, 0.064% hits; AID 624291, 2012;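 note: potency is the fitted concentration of half-maximal effect; 100% = response of the positive control SU9516; nearly all actives have a fitted effect of over 60% in size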
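alpha7betagal+/- myoblasts (passage 13, 250/well) treated 48 h at 37C with compounds at 1:260 dilution of DMSO stock. Lysed, then beta-galactosidase activity read as FDG fluorescence (ex 480/em 540) after 30 min, with pre-read for autofluorescence.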
TCR act = Activators of T cell receptors: qHTS campaign; primary human leukocytes, anti-CD3, IL-2 HTRF, 48 h; Potency, µM (series often up to 9.22 µM), without a hit: at the highest dose activation of IL-2 secretion, most hits filed as activators; 330,000 tested, under 10 active; note: % of control where 0% means no effect
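48 hr co-incubation of compounds, a-CD3 beads and primary human leukocytes; IL-2 quantified homogeneously by HTRF with anti-IL-2 K and d2 conjugates.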
B2AR arrestin = qHTS assay of beta-arrestin-biased ligands of beta2-adrenergic receptor. AID 492947, 2010. Potency, µM (doses to about 46.1 µM), without a hit: at the highest dose activation, usual class: activators. beta-arrestin recruitment to beta2AR, cell-based reporter. 330,000 compounds, 0.02% hits. Beta-2 adrenergic receptor (Homo sapiens), P07550;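 note: potency is the fitted concentration of half-maximal effect; 0% = DMSO controls and full agonism = EC100 isoproterenol or metaproterenol; nearly all actives have a fitted effect of over 65% in size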
A-T KAP1 phos = qHTS Assay for Identifying a Potential Treatment of Ataxia-Telangiectasia; […] A-T fibroblasts, KAP-1 phosphorylation AlphaLISA; neocarzinostatin DNA damage 30 min before lysis; Potency, µM (highest dose often 57.5 µM), for the others: top-dose activation, hits mostly activators; 320,000 compounds, 0.19% hits; note: potency is the fitted concentration of half-maximal effect; % of control where 0% means no effect; nearly all actives have a fitted effect of over 45% in size
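hTERT-immortalized A-T patient fibroblasts ([…]), 500 cells/well in OPTI-MEM, 1% FBS, got compounds for 60 min, then NCS for 30 min at 37C. Lysates were then assayed for phospho-KAP-1 by AlphaLISA (anti-pKAP1 donor, anti-KAP1 acceptor beads), 6 hr at 25C.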
TSG101-PTAP inh = qHTS Assay for Iinhibitors of HIV-1 Budding by Blocking the Interaction of PTAP/TSG101; Tumor susceptibility gene 101 protein (Homo sapiens), Q99816; Fluorescence polarization, FITC-PTAP peptide / Tsg101 binding; Potency, µM (doses to about 115 µM), for the others: top-dose activity change, negative = inhibition, hits mostly inhibitors; 340,000 tested, under 10 active; AID 493005, 2010; active = well fitted inhibition curve with a large enough effect in the main read-out, with a control signal flat, not every such curve was filed as active; inconclusive = small, poorly fitted or top-dose-only effect, or effect the other way, or a change in a side signal; inactive = no such curve, though single readings can be large or run the other way; note: potency is the fitted concentration of half-maximal effect; % of control where 0% means no effect
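Tsg101 binding domain (10 uM final) was mixed with compound and a FITC-labeled PTAP peptide (50 nM final) in HEPES pH 7.5 buffer with NaCl, Tween 20, EDTA and TCEP; fluorescence polarization was read after 20 min at r.t.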
TRPV1 ag = HTS Assay for Compounds that Act as Agonists of the Vanilloid Receptor 1; TRPV1-expressing cells, Fluo-8 calcium influx, agonist mode; activation, % at 8.33 µM; 320,000 compounds, 0.19% hits; AID 540275, 2011; in the data active = activation above about 80%; inconclusive = between about 30% and that limit; note: 0% is about no effect
Target sequence (Q8NER1 whole entry, looked up): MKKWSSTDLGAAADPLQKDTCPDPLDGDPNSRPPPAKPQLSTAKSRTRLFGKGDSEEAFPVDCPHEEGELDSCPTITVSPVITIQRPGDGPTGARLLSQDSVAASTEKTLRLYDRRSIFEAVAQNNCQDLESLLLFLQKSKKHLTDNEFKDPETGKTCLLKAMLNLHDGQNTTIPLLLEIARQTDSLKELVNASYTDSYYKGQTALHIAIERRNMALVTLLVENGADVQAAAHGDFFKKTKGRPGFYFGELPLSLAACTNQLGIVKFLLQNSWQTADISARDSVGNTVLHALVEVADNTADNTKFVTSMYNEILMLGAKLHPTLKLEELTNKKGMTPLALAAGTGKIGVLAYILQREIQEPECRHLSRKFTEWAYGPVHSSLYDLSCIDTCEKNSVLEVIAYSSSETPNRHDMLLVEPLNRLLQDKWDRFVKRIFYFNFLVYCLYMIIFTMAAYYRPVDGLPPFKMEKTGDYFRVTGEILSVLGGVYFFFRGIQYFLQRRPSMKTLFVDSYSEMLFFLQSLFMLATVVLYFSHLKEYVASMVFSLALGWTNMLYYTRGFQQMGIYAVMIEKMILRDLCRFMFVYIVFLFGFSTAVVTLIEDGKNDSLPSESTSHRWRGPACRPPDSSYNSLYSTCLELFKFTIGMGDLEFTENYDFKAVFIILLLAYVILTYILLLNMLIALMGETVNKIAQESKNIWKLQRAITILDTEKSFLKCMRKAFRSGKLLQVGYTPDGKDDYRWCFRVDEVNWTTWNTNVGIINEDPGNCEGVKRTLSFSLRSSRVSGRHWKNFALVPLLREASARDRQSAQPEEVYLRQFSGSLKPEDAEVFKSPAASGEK
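Fluo-8 calcium influx in TRPV1-expressing cells, kinetic read (ex 480/em 520 nm). Compound added and read 3 min for agonist activity, followed by capsaicin at EC20 final and 2 min further read for enhancement.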
ELG1 repair inh = qHTS screen for small molecules that inhibit ELG1-dependent DNA repair in human embryonic kidney (HEK293T) cells expressing luciferase-tagged ELG1; HEK293T ELG1-luciferase reporter, luminescence, 16 h; DNA damage induced by 5-fluorouridine; Potency, µM (titrated, usually from 46.1 µM), for the others: at the highest dose activity change, negative = inhibition, actives largely listed as inhibitors; 330,000 compounds, 2.3% hits; AID 504467, 2011; note: potency is the fitted concentration of half-maximal effect; % is set by controls: 0 for no effect and ±100 for the full control effect; nearly all actives have a fitted effect of over 55% in size
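In this reporter screen, reduction of luminescence relative to DMSO vehicle indicated activity. Compounds and 5-fluorouridine were added together to 2,000 cells per well, incubated for 16 hr at 37 °C, then developed with ONE-Glo.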
The depositor's hits bear a star; ? = inconclusive; . = not tested or not shown; [ ] = remark or other dose. Unless noted, calls come from the whole dose curve; as a rule, active = well fitted curve in the direction sought with a large enough effect; inconclusive = small, poorly fitted or top-dose-only effect, or another doubt; inactive = no such curve, though single readings can be large; an effect the other way counts as inactive or inconclusive.

SMILES | MLL CXXC-DNA inh | BRCA1 expr up | p53 reactivator | a7 integrin act | TCR act | B2AR arrestin | A-T KAP1 phos | TSG101-PTAP inh | TRPV1 ag | ELG1 repair inh
COc1ccc(Nc2nc(N)c([N+](=O)[O-])c(N3CCOCC3)n2)cc1 | -7% | -51% | -5% | 18% | 0% | 0.0% | 5% | -8% | 0 | 0%
CC(NC(=O)c1ccccc1)c1ccc(Br)cc1 (configuration not stated) | -12% | 1% | -2% | 3% | 3% | 0.1% | 4% | -2% | 18 | 10%
CS(=O)(=O)N1CCN(CCN2C(=O)c3cccc4cccc(c34)C2=O)CC1 | -1% | 22% | -2% | 0% | 0% | -0.4% | -2% | -2% | 0 | ?
Cc1ccc(S(=O)(=O)N2CCOCC2)cc1C(=O)OCC(=O)N(Cc1ccccc1)C(C)C | . | -39% | -19% | -28% | 5% | -0.1% | 8% | 0% | 22 | 21µM*
CCOc1cccc(C2C(C#N)=C(N)Oc3cc(C)[nH]c(=O)c32)c1OCC (configuration not stated) | ? | -13% | -3% | 28% | 9% | -0.4% | -9% | -4% | 0 | 12%
Nc1ccc2c(c1)C(=O)c1ccc(N)cc1-2 | . | ? | . | -18% | 15% | . | . | -5% | . | .
Nc1nc(Cl)nc2c1ncn2C1OCC(O)C(O)C1O (configuration not stated) | . | 31% | . | 10% | -1% | . | . | 0% | . | .
O=C(Nc1cc(=O)[nH]c2nc(-c3ccccc3)nn12)c1ccc(Cl)cc1 | -27% | -7% | 3% | -12% | 3% | -0.9% | -4% | -7% | 0 | 4%
COc1ccc(C(=O)NCCNC(=O)c2ccc(OC)cc2)cc1 | . | -8% | . | -11% | -2% | . | . | -3% | . | .
CN(CC(=O)Nc1ccccc1Br)C(=O)CNC(=O)c1ccc2c(c1)OCO2 | . | 6% | -4% | 10% | -2% | 4.3% | -2% | -7% | -4 | 11%
Cc1cc(-c2nn(-c3ccccc3F)cc2CN2CCN(c3ccncc3)CC2)c(C)s1 | 1% | -22% | 4% | -54%[inhibitor] | 15% | -0.5% | 1% | -2% | 0 | -8%
COc1ccc(/C=N/NC(=O)Cc2n[nH]c(=O)[nH]c2=O)cc1 | -23% | -8% | 0% | 1% | -2% | -0.6% | -8% | -1% | -4 | -8%
CN(CCCC(=O)N1CCCC(C(N)=O)C1)S(=O)(=O)c1ccc(F)cc1 (configuration not stated) | -12% | -4% | 6% | -8% | -3% | -0.8% | 13% | -6% | 2 | ?
CCc1cccc(NC(=O)CSc2nc3c(c(=O)[nH]2)CCCC3)c1 | 1% | . | 1% | . | . | -0.8% | -18% | . | -1 | 8%
CSc1nnc2ccc(-c3ccccn3)nn12 | 11% | 6% | 3% | 7% | 7% | 1.1% | -5% | -1% | 0 | 0%
CCOc1ccc(CC(=O)N/N=C/c2sccc2C)cc1 | -18% | 19% | -8% | 22% | 1% | -0.8% | 1% | -4% | 7 | 3%
CC1(C)C(=O)CC[C@@]2(C)[C@H]1CC[C@@]1(C)CC3=C(CC[C@@H]12)[C@@]1(C)CCC(=O)C(C)(C)[C@@H]1CC3 | . | . | 3% | . | . | -0.2% | 21% | . | 0 | 2%
Nc1ccc2c(S(=O)(=O)O)cccc2c1S(=O)(=O)O | . | -26% | . | -7% | 7% | . | . | -4% | . | .
Cc1ccc2ncnc(NCCC(=O)O)c2c1 | 15% | 7% | 7% | 24%[7.66 µM] | 2%[46.1 µM] | -1.2% | 1% | -1% | -1 | 1%
CCCCOc1ccc(C(=O)NCC(=O)NC(C)CCc2ccccc2)cc1 (configuration not stated) | -8% | -3% | -3% | ? | 5% | 0.5% | 25% | -4% | 8 | 9%
NS(=O)(=O)c1ccc(CCNC(=O)c2ccccc2F)cc1 | 1% | 11% | -5% | 9% | 5% | -3.3% | 2% | -5% | -3 | 12%
Cc1cc(=O)[nH]c(N/N=C/c2ccc3c(c2)OCCO3)n1 | -2% | 80% | 16% | ? | 8% | -0.2% | 5% | 3% | 7 | ?
Cc1[nH]c2ccccc2c1CC#N | -6% | -1% | 2% | 7% | 0% | -0.9% | 0% | -1% | -1 | 15%
O=C(Nc1ccc2c(c1)OCCO2)c1cc(F)c(F)cc1Cl | 14% | ? | . | 22% | -6% | 0.2% | 6% | -3% | 10 | ?
O=C(CCN1C(=O)S/C(=C\c2ccccc2)C1=O)NCCCn1ccnc1 | 2% | 1% | 28% | 24% | -3% | -0.2% | -8% | -9% | 5 | ?

Three entries picked at random from those above:
SMILES | MLL CXXC-DNA inh | BRCA1 expr up | p53 reactivator | a7 integrin act | TCR act | B2AR arrestin | A-T KAP1 phos | TSG101-PTAP inh | TRPV1 ag | ELG1 repair inh
CSc1nnc2ccc(-c3ccccn3)nn12 | 11% | 6% | 3% | 7% | 7% | 1.1% | -5% | -1% | 0 | 0%
COc1ccc(C(=O)NCCNC(=O)c2ccc(OC)cc2)cc1 | . | -8% | . | -11% | -2% | . | . | -3% | . | .
O=C(Nc1ccc2c(c1)OCCO2)c1cc(F)c(F)cc1Cl | 14% | ? | . | 22% | -6% | 0.2% | 6% | -3% | 10 | ?

New compounds follow.
SMILES | MLL CXXC-DNA inh | BRCA1 expr up | p53 reactivator | a7 integrin act | TCR act | B2AR arrestin | A-T KAP1 phos | TSG101-PTAP inh | TRPV1 ag | ELG1 repair inh
Cc1noc(C)c1COc1ccccc1C(=O)NC(C)c1ccc(Cl)cc1 (configuration not stated) | . | -18% | -4% | 10% | -6% | 0.0% | 0% | -8% | 29 | 8%
Cc1ccc2nc(-c3ccc(O)cc3)c(Nc3ccc4c(c3)OCCO4)n2c1 | 21% | -2% | ? | 0% | 1% | 0.2% | 23% | -6% | . | 16%
COc1cccc(NC(=O)COC(=O)c2ccc(C)c(S(=O)(=O)N3CCCCC3)c2)c1 | . | -42% | -7% | 16% | 3% | 0.6% | 7% | 0% | 0 | ?
Cc1ccccc1C(=O)Nc1cc(S(=O)(=O)N2CCOCC2)ccc1N1CCN(C)CC1 | . | 7% | -4% | -10% | -16% | 0.4% | -6% | 0% | 6 | 3%
Cc1noc(C)c1COc1ccccc1C(=O)N1CCN(c2cccc(C(F)(F)F)c2)CC1 | . | -52% | 3% | -11% | -4% | -0.3% | 7% | -4% | 11 | 0%
CCc1cccc(C)c1NC(=S)NCc1cccn1C | -2% | -15% | 25% | -6% | -5% | -0.8% | 2% | 5% | 6 | ?
CCn1c(=O)cc(OCC(=O)N2CCCC2)c2ccccc21 | -2% | -24% | -1% | 17% | -1% | -0.2% | -5% | -5% | 1 | ?
COc1cc(/C=C/C(=O)N(C)CC(=O)Nc2ccccc2Br)cc2c1OCCO2 | . | -1% | -14% | -11% | 8% | 5.9% | 10% | -4% | -3 | -2%
CC1CCN(C(=O)CSc2nnc3ccc(-c4cccnc4)nn23)CC1 | . | 7% | -3% | 17% | 7% | 0.1% | -5% | -2% | -5 | 18%
COc1cc(C2C(C(=O)Nc3ccc(F)cc3)=C(C)Nc3nc(CCCO)nn32)cc(OC)c1OC (configuration not stated) | 3% | -3% | -7% | 11% | -11% | 0.2% | 5% | -3% | 1 | 4%
COC(=O)c1ccc(N2C(=O)CC(N(C)Cc3ccccc3)C2=O)cc1 (configuration not stated) | -4% | -13% | 1% | 14% | -7% | -0.1% | -3% | -1% | 0 | 5%
Cc1cccc(C(=O)NNC(=O)Nc2ccccc2)c1 | 2% | 11% | -2% | 17% | 3% | 0.2% | 2% | -7% | 3 | -13%
CCCOc1ccc(-c2c(C(=O)N/N=C(\C)c3ccco3)nnn2-c2nonc2N)cc1 | 18% | -32% | -3% | -2% | 2% | -0.1% | 3% | 2% | 9 | ?
Cc1cccc(C)c1OCC(=O)Nn1c(C)nc2ccccc2c1=O | -1% | -4% | -21% | 8% | 2% | -0.7% | 0% | -2% | ? | ?
CC(C)(C)OC(=O)C[C@@H]1C/C=C\C[C@@H](CC(=O)N[C@H](CO)Cc2ccccc2)C(=O)NC[C@H](c2ccccc2)OC1=O | . | -34% | 1% | 18% | 2% | -1.1% | 8% | 3% | . | ?
COc1ccc(N2CCN(C(=O)CCS(=O)(=O)c3ccc4c(c3)NC(=O)CO4)CC2)cc1 | 2% | 1% | -2% | 13% | 3% | 0.1% | 0% | -5% | 0 | 0%
